tim23-1 inh – inhibits growth of tim23-1 mutant yeast; S. cerevisiae tim23-1 growth, BacTiter-Glo luminescence, 24 h; inhibition, % at 20 µM; 330,000 tested, 1.3% active; AID 463212;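 active = growth inhibition of the mutant yeast at or above 50%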;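 note: temperature-sensitive mutant grown at 25 °C; plate controls were DMSO-treated mutant yeast for no effect and medium wells lacking yeast for full effect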
tim10-1 inh – tim10-1 yeast growth inhibition. S. cerevisiae tim10-1 ts strain growth, BacTiter-Glo, 24 h. inhibition, % at 20 µM. 330,000 tested, 2.2% active;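 active = inhibition of at least 40%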;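 note: mutant grown at 25 °C; 0% = DMSO wells with yeast and 100% = wells holding no yeast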
CHOP UPR activ – apoptotic UPR (CHOP) activation | CHO-CHOP luciferase reporter, luminescence; percent of tunicamycin response over DMSO baseline | activation, % at 10 µM | 330,000 tested, 0.34% active | AID 449763;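 active = at 10 µM dose, activation of 40% or more, normalized to positive control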;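 note: 100% = tunicamycin at 10 µg/mL and 0% = DMSO alone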
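System: CHO-CHOP luciferase reporter cell line; amount: 500 cells/well; buffer or medium: F12 medium containing 10% fetal bovine serum; incubation: 6 h compound exposure at 37 °C after overnight seeding; measured by: luciferase luminescence after 10 min with Steady-Glo reagent; evaluation: % reporter activation, DMSO baseline versus tunicamycin full activation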
APJ agonist – APJ receptor agonism; CHO-K1 APJ PathHunter beta-arrestin, luminescence; 0% DMSO wells, 100% apelin; 330,000 tested, 0.11% active; P35414; AID 2520; activation, % at 20 µM;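 active = activation more than six SD over the plate average, tested at 20 µM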;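 note: 0% = DMSO alone and 100% = apelin-13 at 10 nM; some results filed as inactive read as strong as hits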
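Assay system: CHO-K1 APJ beta-arrestin complementation cell line / Compound: single test compound dose, 20 µM final, 1% DMSO / Times: overnight seeding, 90 min compound at 25 °C, 1 h detection / Technique: beta-gal luminescence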
XBP1 UPR activ – activators of adaptive arm of unfolded protein response (XBP1) | activation, % at 20 µM | 330,000 tested, 0.33% active | CHO-XBP1 luciferase reporter, IRE1-XBP1 UPR activation, luminescence; percent of tunicamycin response, DMSO as zero | AID 463104;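 active = versus positive control, 20 µM dose yields 30% or more activation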;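 note: 100% = tunicamycin at 10 µg/mL and 0% = DMSO only wells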
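assay system = CHO-XBP1 luciferase reporter cells | amount = 1000 cells/well | buffer or medium = F12 plus 10% FBS | compound dosing = single point, 20 µM final compound, 1% DMSO | incubation = 16-18 h cell attachment at 37 °C, then 6 h compound exposure | detection = Steady-Glo luminescence read | controls = tunicamycin 10 µg/mL and vehicle-only wells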
NALP3 yeast inh – blocks the NALP3 inflammasome reconstituted in yeast | Yeast reconstituted NLRP3/ASC/caspase-1, beta-gal luminescence, 24 h | inhibition, % at 10 µM | 330,000 tested, 0.39% active | AID 2825;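 active = inhibition of 50% or more; inactive = inhibition below 50%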;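 note: plate controls were induced DMSO wells for no effect and uninduced yeast grown without galactose for full effect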
TIM10 inh – growth inhibitors of TIM10 yeast strain; S. cerevisiae TIM10 strain growth, BacTiter-Glo luminescence, 24 h; inhibition, % at 10 µM; 330,000 tested, 1.4% active; AID 463195;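 active = inhibition of 40% or more at the single tested concentration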;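 note: wild-type TIM10 isogenic control strain grown at permissive 25 °C; 0% = DMSO yeast wells and 100% = minimal medium wells without yeast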
NR3A LBD binder – modulates the human NR3A ligand-binding domain; NR3A LBD differential scanning fluorimetry, Tm shift; 0% = protein alone, 100% = glycine-bound protein; Tm shift relative to glycine control, % at 25 µM; 340,000 tested, 2.5% active;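 active = melting temperature shift of at least 10% of the positive control shift, at one fixed dose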
Mdm2-MdmX inh – inhibitors of human Mdm2/MdmX interaction; O15151+Q00987; SaOS-2 split-luciferase Mdm2/MdmX complementation, luminescence; inhibition, % at 8 µM; 330,000 tested, 3% active; AID 485346;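 active = inhibition of at least 50% at 8 µM in the primary screen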
Target sequence (O15151 whole entry, looked up): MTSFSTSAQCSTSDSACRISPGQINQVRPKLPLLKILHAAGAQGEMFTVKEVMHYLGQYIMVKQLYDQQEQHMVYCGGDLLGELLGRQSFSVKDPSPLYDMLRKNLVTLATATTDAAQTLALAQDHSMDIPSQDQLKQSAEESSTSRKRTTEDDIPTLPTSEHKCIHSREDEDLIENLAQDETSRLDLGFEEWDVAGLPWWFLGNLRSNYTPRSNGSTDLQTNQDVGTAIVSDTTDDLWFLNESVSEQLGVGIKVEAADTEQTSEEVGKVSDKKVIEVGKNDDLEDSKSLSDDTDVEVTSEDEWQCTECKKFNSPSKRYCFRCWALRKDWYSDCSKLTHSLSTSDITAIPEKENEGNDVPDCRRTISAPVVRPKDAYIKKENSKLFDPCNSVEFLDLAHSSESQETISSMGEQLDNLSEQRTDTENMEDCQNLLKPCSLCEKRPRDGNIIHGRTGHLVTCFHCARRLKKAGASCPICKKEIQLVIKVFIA
Target sequence (Q00987 whole entry, looked up): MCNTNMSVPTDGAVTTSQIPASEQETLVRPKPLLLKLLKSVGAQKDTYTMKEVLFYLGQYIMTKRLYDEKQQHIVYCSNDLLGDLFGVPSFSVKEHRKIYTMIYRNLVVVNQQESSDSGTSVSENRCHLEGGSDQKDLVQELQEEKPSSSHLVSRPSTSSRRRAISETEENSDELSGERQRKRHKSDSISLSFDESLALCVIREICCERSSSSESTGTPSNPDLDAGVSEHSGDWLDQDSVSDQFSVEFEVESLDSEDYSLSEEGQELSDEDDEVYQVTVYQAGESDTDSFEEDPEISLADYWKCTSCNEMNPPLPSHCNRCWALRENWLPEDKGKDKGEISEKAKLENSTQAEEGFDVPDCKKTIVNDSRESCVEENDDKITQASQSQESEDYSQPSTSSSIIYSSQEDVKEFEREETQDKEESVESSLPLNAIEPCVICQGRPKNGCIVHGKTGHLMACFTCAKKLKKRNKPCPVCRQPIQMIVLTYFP
An asterisk follows results filed as active.

SMILES	tim23-1 inh	tim10-1 inh	CHOP UPR activ	APJ agonist	XBP1 UPR activ	NALP3 yeast inh	TIM10 inh	NR3A LBD binder	Mdm2-MdmX inh
CCOc1ccc(N(CC(=O)Nc2cccnc2)S(=O)(=O)c2ccc(C)cc2)cc1	20	17	1.7	7	-3	20	19	16*	20
Cc1ccccc1OCC(=O)Nc1nnc(-c2ccncc2)s1	38	-1	-1.2	2	-1	47	11	0	8
Cc1oc2ncnc(N)c2c1C	-6	4	-1.1	-1	0	13	-1	1	21
COc1ccccc1-n1c(SCC(=O)Nc2cccc(S(N)(=O)=O)c2)nc2ccccc2c1=O	12	10	-0.1	-3	0	10	11	-2	-13
CCOc1ccc(C(=O)C[n+]2cccc3cc(C)ccc32)cc1	11	7	-0.3	-4	1	6	2	1	13
CCc1ccc(NC(=O)[C@H](C)NC(=O)C2CCN(C(=O)[C@@H](N)C(C)C)CC2)cc1	0	1	1.7	-1	2	9	6	-11	-7
CCOCCCNS(=O)(=O)c1ccc(NC(=O)c2ccc(OC)c([N+](=O)[O-])c2)cc1	-4	-5	-2.2	0	-2	21	-2	17*	12
Cc1ccc(-c2cc(-c3ccc(F)cc3)nc(N)c2C#N)o1	15	12	1.3	2	-4	-2	6	0	-10
N#Cc1c(N)nc2c(c1-c1ccco1)CCCCC2	10	23	0.7	-1	4	32	7	-2	21
Cc1ccc(SCC(=O)NN=C2CCN(C)CC2)cc1	4	13	-0.2	-2	-1	24	1	-3	-6
O=C(CSC1=NCCS1)Nc1cccc2ccccc12	17	12	-1.3	-4	-7	11	10	-1	1
CCOc1c2ccc(C(=O)NC3CCCc4ccccc43)cc2nn1CC (stereo not given)	18	15	0.8	-3	3	3	6	0	-2
O=C(CN(C(=O)c1ccc(Cl)cc1)N1C(=O)C2CCCCC2C1=O)c1ccc(Cl)cc1 (stereo not given)	1	15	-0.8	0	-1	25	-14	-1	15
O=c1oc2cc(S(=O)(=O)NCCCO)ccc2c2ccc(S(=O)(=O)NCCCO)cc12	-1	-5	-1.5	-3	-1	8	-19	-1	10
Cc1ccc2c(c1)CCCN2CC(=O)Nc1cccc(S(=O)(=O)N2CCCC2)c1	17	15	-0.3	-3	0	0	1	-1	4
CCOc1ccc(NC(=O)c2ccc(S(=O)(=O)N(C)C)cc2)cc1	11	10	0.5	0	1	7	-2	1	1
COc1ccc(-c2cc(C)no2)cc1S(=O)(=O)N(C)Cc1ccco1	27	-21	0.0	11	-1	4	-1	1	-29
COc1ccc(-c2n[nH]c(C)c2-c2cnn(-c3ccccc3)c2)c(O)c1	60*	51*	0.3	-6	2	21	50*	-3	31
CC(C)c1ccc(N(CC(=O)NN=C2CCN(C)CC2)S(=O)(=O)c2ccccc2)cc1	23	21	0.5	-2	-1	15	5	0	-6
COc1ccc(OC)c(/C=C/C(=O)N(C)CC(=O)Nc2cc(C)ccc2C)c1	18	1	-0.4	-2	-1	16	4	0	10
COc1ccccc1NC(=O)Cn1c(=O)oc2cc(S(=O)(=O)N3CCCC3)ccc21	2	7	-0.1	-1	-2	14	3	1	3
Nc1cc(Cl)ccc1C(=O)OCC(=O)NC1CCS(=O)(=O)C1 (stereo not given)	37	6	1.1	1	-4	1	11	1	-7
CC1(C)OC(c2ccccc2)=C/C(=C/C=C2C(=O)c3ccccc3C2=O)O1	15	1	1.0	-7	-3	21	16	-3	31
COc1ccc([N+](=O)[O-])cc1CSc1nnc(NC(C)=O)s1	-16	3	-0.1	0	1	2	-22	-1	45
O=C(CN1C2=NCCN2c2ccccc21)C12CC3CC(CC(C3)C1)C2	-4	6	-2.9	-4	-3	21	-21	-1	32
CC1(C)CC(=O)C=C(NCCN2CCN(C(=S)Nc3ccc(F)cc3)CC2)C1	13	0	4.6	2	0	20	3	1	6
COc1ccccc1NC(=O)c1cc(-c2ccc(C)o2)nc2ccccc12	8	-8	3.2	0	-2	18	3	3	5
COc1ccc(/C(C)=N/NC(=O)CNC(=O)CCc2ccccc2)c(OC)c1	11	6	2.7	-3	-2	-4	11	-2	18
CCN(CC)S(=O)(=O)c1ccc(NC(=O)c2cccs2)cc1	25	27	0.0	-3	2	27	24	3	18
CC1CC(C)CN(S(=O)(=O)c2cc3c4c(c2)C(C)C(=O)N4CCC3)C1 (stereo not given)	10	4	0.1	0	-2	1	18	2	4

Limited to NR3A LBD binder, NALP3 yeast inh and Mdm2-MdmX inh (4 entries from above):
mol	NR3A LBD binder	NALP3 yeast inh	Mdm2-MdmX inh
Nc1cc(Cl)ccc1C(=O)OCC(=O)NC1CCS(=O)(=O)C1 (stereo not given)	1	1	-7
CC1(C)OC(c2ccccc2)=C/C(=C/C=C2C(=O)c3ccccc3C2=O)O1	-3	21	31
COc1ccc([N+](=O)[O-])cc1CSc1nnc(NC(C)=O)s1	-1	2	45
O=C(CN1C2=NCCN2c2ccccc21)C12CC3CC(CC(C3)C1)C2	-1	21	32

Further compounds follow:
SMILES	tim23-1 inh	tim10-1 inh	CHOP UPR activ	APJ agonist	XBP1 UPR activ	NALP3 yeast inh	TIM10 inh	NR3A LBD binder	Mdm2-MdmX inh
O=C(NC(=S)NC1CCCC1)c1ccccc1	58*	29	5.2	-8	-3	-2	9	3	4
O=C(Nc1ccccc1)/C(=C/c1cccnc1)NC(=O)c1ccccc1	-5	-5	-2.6	-1	-3	11	1	0	9
COc1cc(Cl)c(C)cc1NC(=O)COc1cc(C)nc(C(C)C)n1	9	24	2.6	-2	2	14	1	-1	19
COc1ccc(NC(=S)N2CCC(NC(=O)c3ccc(OC)cc3)CC2)cc1	5	6	-0.9	-3	7	13	-13	-2	0
Cc1sc2ncnc(SCC(=O)N3CCCC(C(F)(F)F)C3)c2c1C (stereo not given)	19	5	1.2	4	-2	21	10	-2	-34
Cc1ccc(-n2c(SCC(=O)N(C)C3CCS(=O)(=O)C3)nc3ccccc3c2=O)c(C)c1 (stereo not given)	-2	-3	1.5	-1	-3	6	0	0	4
COc1ccc(CCNC(=O)c2sc3nc4n(c(=O)c3c2C)CCC4)cc1	20	17	0.0	7	-1	-2	5	-1	3
CCC(c1nnnn1Cc1ccc2c(c1)OCO2)N1CCN(CC)CC1 (stereo not given)	-1	2	-0.6	-3	-2	4	1	1	12
CCOc1ccc(N2C(=O)CC(NCc3ccc(S(N)(=O)=O)cc3)C2=O)cc1 (stereo not given)	0	10	0.6	-4	-3	4	-13	1	2
Cc1nnc(SCC(=O)Nc2ccc(F)cc2F)n(N)c1=O	10	5	-0.5	-3	-2	4	-3	7	-7
Cc1nn(Cc2ccc(Cl)cc2)c(C)c1NC(=O)Cn1nc([N+](=O)[O-])c(Cl)c1C	23	14	-1.2	-1	-1	13	10	-2	36
CC(C)(C)c1ccc(S(=O)(=O)N2CCN(C3CCCC3)CC2)cc1	6	-13	-0.7	0	-4	28	-15	-1	14
CSCCC(NS(=O)(=O)c1ccc(C)cc1)C(=O)N1CCN(C(c2ccccc2)c2ccccc2)CC1 (stereo not given)	22	19	0.6	-8	0	5	28	2	0
Cc1nc2sc(C(c3cccs3)N3CCN(Cc4ccccc4)CC3)c(O)n2n1 (stereo not given)	-1	2	0.7	-3	-1	-2	-4	7	-6
O=S(=O)(c1ccccc1)c1nc(-c2cccs2)oc1NCCCn1ccnc1	-16	-3	-0.1	-2	0	15	-7	-4	8
CSc1ccccc1C(=O)NCCOc1ccccc1C	10	13	0.4	-1	-1	31	-19	-1	-9
COc1ccccc1NC(=O)c1c(N=Cc2cccc([N+](=O)[O-])c2)cnn1C	-2	-6	-0.7	1	10	-1	10	1	42
Cc1onc(-c2ccccc2)c1C(=O)Nc1ccc(Cl)c(S(=O)(=O)N2CCOCC2)c1	20	14	-0.2	-4	1	11	9	3	-19
CCN1CCCC1CNC(=O)c1csc2c1CCCC2 (stereo not given)	-5	-11	0.8	-5	-2	35	-22	0	7
CCc1noc(C)c1C(=O)OCC(=O)N1CCc2ccccc21	17	3	-0.2	-4	1	21	0	-1	-14
N#Cc1cccc(C(=O)OCC(=O)c2ccc3c(c2)NC(=O)CO3)c1	-1	-11	0.5	9	-1	5	-12	-1	24
CN(C)C(/C=C/Nc1cccc(Br)c1)=C(C#N)C#N	13	15	-0.6	-2	-1	22	-15	1	-14
CCOC(=O)C1CCN(C(=O)C2CC(=O)N(c3ccc4c(c3)OCCO4)C2)CC1 (stereo not given)	4	-3	1.5	-2	-1	18	4	2	15
COC(=O)c1ccc(-c2nc(CN3CCC(C(=O)N4CCOCC4)CC3)c(C)o2)cc1	11	3	-0.1	-4	-5	15	-5	5	19
CCC(=O)N1CCc2cc(Br)cc(S(=O)(=O)NCCCN(CC)Cc3ccccc3)c21	2	-1	1.8	-1	-5	19	10	1	20
COc1ccccc1NC(=O)CSc1nnc(Cc2cc(=O)[nH]c(=O)[nH]2)n1-c1ccccc1	14	3	-1.6	-6	-1	7	4	-1	17
Cc1ccc(C(=O)OCC(=O)Nc2ccc3c(c2)OCO3)cc1S(=O)(=O)N1CCOCC1	-6	6	-0.7	6	-1	-2	-12	0	14
O=C(c1cnc2ccccn2c1=O)N1CCCc2ccccc21	12	5	-1.2	-5	-2	6	8	-1	-17
CCOC(=O)N1CCN(C(=O)COc2ccc(S(=O)(=O)NC(C)C)cc2)CC1	17	16	1.9	-2	-2	-1	8	-1	3
Cc1ccnc(NC(=O)COc2ccc3oc4c(c3c2)CCCC4)c1	7	0	2.7	-4	2	36	-1	1	-4
COCCNC(=O)c1ccccc1NC(=O)c1ccccc1N(C)S(=O)(=O)c1ccccc1	10	9	-1.0	-2	-5	22	-2	-1	2
CCOC(=O)CC1C(=O)NCCN1S(=O)(=O)c1ccc(F)cc1 (stereo not given)	-8	9	-2.1	-4	0	-1	1	0	-12
C=CCn1c(SCC(=O)NCCO)nc2sc(C)c(C)c2c1=O	-7	-1	2.5	-3	1	25	4	0	-6
CC1CCN(C(=O)c2ncn(Cc3ccccc3)c2C(=O)N2CCC(C)CC2)CC1	15	10	1.3	-2	0	6	7	0	6
CCn1c(CCl)nc2cc(S(=O)(=O)N3CCOCC3)ccc21	2	9	7.1	-1	-4	4	8	0	43
COc1cc2ncnc(NCc3cc(F)ccc3F)c2cc1OC	-14	-1	-0.3	0	-1	2	-11	-2	35
CN1CC[n+]2cnc3ccccc3c21	-1	7	-2.3	-2	2	-6	0	1	-2
C=CCc1cc(C=O)cc(OC)c1OCc1ccc(Cl)cc1	33	17	-0.4	-2	-3	15	1	-3	-8
CN(CCc1ccccn1)C(=O)Nc1ccc(C(C)(C)C)cc1	-2	16	-0.1	-4	0	9	-6	0	4
CCOC(=O)c1ccccc1NC(=O)CSc1nc2ccccc2n1CC(=O)N1CCCC1	23	19	-1.0	2	3	-1	18	4	3
CNc1nc(C(=O)O)nc(N2CCOCC2)n1	1	1	-0.6	6	0	9	5	0	-4

A second format for 2 compounds above.
SMILES | tim23-1 inh | tim10-1 inh | CHOP UPR activ | APJ agonist | XBP1 UPR activ | NALP3 yeast inh | TIM10 inh | NR3A LBD binder | Mdm2-MdmX inh
CCOC(=O)CC1C(=O)NCCN1S(=O)(=O)c1ccc(F)cc1 (stereo not given) | -8 | 9 | -2.1 | -4 | 0 | -1 | 1 | 0 | -12
C=CCn1c(SCC(=O)NCCO)nc2sc(C)c(C)c2c1=O | -7 | -1 | 2.5 | -3 | 1 | 25 | 4 | 0 | -6

Bioassay records: PubChem, Sanford-Burnham Center for Chemical Genomics
